# Source: PubChem BioAssay (NCI)
# All columns: NCI-60 one-dose screen, growth in % after 48 h at 10 µM unless noted; 100 = growth as untreated, 0 = no growth, -100 = all killed.
# M14 – M14 melanoma | hit rate 6.2% among 80,000
# SK-MEL-2 – SK-MEL-2 melanoma | hit rate 4.7% among 77,000
# SK-MEL-5 – SK-MEL-5 melanoma; hit rate 6.4% among 80,000
# A549/ATCC – A549/ATCC NSCLC; hit rate 3.7% among 81,000; AID 1794740
# UACC-257 – UACC-257 melanoma | hit rate 4.4% among 78,000
# MALME-3M – MALME-3M melanoma | hit rate 5.8% among 78,000
# UACC-62 – UACC-62 melanoma. hit rate 5.4% among 81,000. AID 1794756
# EKVX – EKVX NSCLC. hit rate 3% among 71,000
# * = called active by the depositor; . = no result given; & = joins results of further samples. Rule for the calls: active = growth percent below 10; inactive = the rest.
Molecule,M14,SK-MEL-2,SK-MEL-5,A549/ATCC,UACC-257,MALME-3M,UACC-62,EKVX
CC(C)c1ccc(S(=O)(=O)NC2=CN3CC=CC3CC2=O)cc1 (stereo unspecified),98,101,103,75,82,84,102,92
O=C(O)C(CO)c1ccccc1 (stereo unspecified),107,103,108,111,117,.,100,115
CC(C)(C#N)N1CCN(c2ccc(Cl)cc2)CC1,100,98,101,98,102,107,113,98
CC(C)(C)n1cc(-c2ccnc(NCCNS(=O)(=O)c3ccc(C(F)(F)F)cc3)c2)c(-c2cccc(O)c2)n1,45,66,21,41,47,42,64,52
COc1cccc(-c2cnc3nonc3n2)c1,92,100,95,89,82,102,88,83
Cc1ccc(Nc2nc(N)nc(N)c2N)cc1,104,105,101,105,110,108,94,95
O=C(Nc1ccc2ccccc2c1)c1ccccc1[N+](=O)[O-],105,91,102,111,113,77,88,97
Cc1cc(N2CCN(c3ccnc4cc(Cl)ccc34)CC2)nc(N2CCOCC2)n1,87,105,.,89,89,.,84,.
Cc1cccc2[nH]c(=S)[nH]c12,105,82,98,99,110,111,77,109
O=c1cc(-c2ccccc2)oc2c1CCCC2,99,.,96,97,100,93,113,.
CCOC(=O)c1nn(-c2ccccc2)c(=O)c2c(N)c(C#N)c(-c3ccco3)cc12,97,103,99,101,102,95,93,81
Clc1ccc(CSC2=NCCN2)cc1,99,108,96,105,104,111,98,107
CCCNC(=O)Nc1ccc(C)cc1C,102,98,108,96,93,.,98,100
CN1CCCCC1,109,93,101,93,93,.,97,.
N#Cc1c(NC(=O)c2cccc(C(F)(F)F)c2)sc2c1CCC(O)=C2,37,-1.5*,-38*,36,30,19,12,23
COc1cc(CN)ccc1O,101,-8.3*,102,99,94,79,90,71
O=C(Nc1ccc2ncnc(Nc3ccc(S(=O)(=O)Nc4ccccn4)cc3)c2c1)c1ccccc1,102,98,108,95,101,107,93,92
N/C(=N\S(=O)(=O)c1cccc2cccnc12)Nc1nc2ccccc2s1,82,89,82,90,90,93,66,74
CCCCCCCCCCCCCCCCC(=O)O,104,103,100,104,101,98,101,106
CS(=O)(=O)c1ccc(N)cc1,103,119,107,99,94,110,105,109
Nc1c(C(=O)Nc2ccc(Cl)cc2)cc(-c2nc3ccccc3s2)c(=O)n1NS(=O)(=O)c1ccc(Cl)cc1,98,102,96,104,104,107,90,86
CSc1ccc(O)cc1C,111,107,101,96,100,114,101,105
CCOc1ccc(C(=O)NCC(C)C)cc1,97,.,101,108,110,101,101,106
CCOC(=O)C1=C(C)O/C(=C/c2ccccc2)C1=O,108,113,102,96,97,106,105,.
O=C(COc1ccc(/C=C2\Oc3ccc4ccccc4c3C2=O)cc1)c1ccc(Cl)cc1,95,74,93,.,103,110,94,103
NNC(=O)c1ccc(Sc2ccc([N+](=O)[O-])cc2)cc1,102,106,97,83,93,95,87,87
Clc1ccc(C2=NN=C3C(Cc4ccccc4)=Nc4ccccc4N3C2)cc1,76,105,80,97,104,95,80,86
Cc1ccc(S(=O)(=O)NC(=O)n2ccc3cc(Br)cnc32)cc1,101,98,103,100,112,104,112,104
Cc1ccc2c(c1)c(=O)n(-c1ccccc1)c1nnc(C)n21,101,101,97,99,103,114,99,95
Nc1nc2c(N=Nc3ccccc3)c(N)nn2cc1-c1nc2ccccc2s1,107,106,100,102,104,102,102,104
Cc1ccc2nc(-c3ccc(-c4nnc(SCC(=O)Nc5ccc(C(=O)/C=C/c6ccccc6)cc5)o4)cc3)[nH]c2c1,.,106,101,105,104,109,95,106
COc1ccc(-c2c(-c3nc4ccccc4s3)c(N)nc3c(C#N)c(Nc4ccccc4)nn23)cc1,104,86,97,100,106,123,89,94
O=C(O)c1ccc2c3c(ccc(C(=O)O)c13)CC2,109,102,101,96,95,111,112,.
O=C(O)c1cc([N+](=O)[O-])ccc1-c1ccc([N+](=O)[O-])cc1C(=O)O,110,114,102,100,91,105,95,104
O=C(O)/C=C/C(=O)Nc1cccc2cccnc12,88,104,100,102,99,88,86,98
Cn1cc(-c2nc(N)nnc2-c2cncc(Br)c2)c2cc(Cl)ccc21,105,102,86,94,99,103,90,93
N/C(=N\c1nc2ccccc2s1)NC(=O)Nc1ccccc1Cl,13,19,24,22,62,63,27,41
O=C(O)c1cc(O)c(O)c(OC(=O)c2cc(O)c(O)c(O)c2)c1,107,106,85,99,101,107,108,.
COC(=O)/C=C/Nc1ccccc1,122,116,100,87,93,110,86,92
CC(=O)c1ccc(Nc2nccc(-c3ccc4ccccc4c3)n2)cc1,98,92,98,89,104,101,88,96
Cc1nn(-c2ccccc2)cc1/C=C(\C#N)C(=O)Nc1sc2c(c1C#N)CCC2,98,.,95,103,101,101,99,105
Nc1ccc2c(c1)Cc1cc(N)c(Br)cc1-2,102,116,98,100,109,104,97,47
N/C(=N\S(=O)(=O)c1cccc(C(F)(F)F)c1)Nc1nc2ccccc2[nH]1,94,93,97,85,83,113,70,97
CC(=O)O[C@H]1CO[C@@H]2C(Oc3ccnc(NC4CCN(S(=O)(=O)c5ccc(C)cc5)CC4)n3)CO[C@H]12 (stereo partly specified),.,107,96,102,98,99,92,101
CC1N(NC(=O)Nc2ccc(F)cc2)C(=O)c2ccccc2N1C (stereo unspecified),97,112,104,118,108,101,107,96
CCC(O)(c1ccccc1)C(C)CN1CCCCC1 (stereo unspecified),102,110,101,97,.,99,.,93
CN(Cc1ccccc1)C(=O)OCCO,94,91,101,112,124,97,83,98
COc1ccc2c(C3(c4cn(C)c5cc(OC)ccc45)C(=O)Nc4ccc(Br)cc43)cn(C)c2c1,97,107,98,96,118,86,90,77
COc1ccc2c(c1)C(=Nc1cc(OC)c(OC)c(OC)c1)C(=O)N2,101,77,114,.,102,91,89,97
CC(C)C(C(N)=O)c1ccccc1 (stereo unspecified),108,112,103,95,.,92,.,101

# Further results follow.
Molecule,M14,SK-MEL-2,SK-MEL-5,A549/ATCC,UACC-257,MALME-3M,UACC-62,EKVX
COC(=O)c1cnc2c(c1)Oc1ccc(Cl)cc1-c1cc(C)nn1-2,95,98,88,59,107,95,75,71
CC1(C)CC(=O)C2=C(C1)OC1=C(C(=O)CC(C)(C)C1)C2c1ccc(OCc2cn(-c3ccc(F)cc3)nn2)cc1,88,73,62,76,84,103,52,93
COc1ccc(N=Nc2sc(-n3[nH]c(=O)ccc3=O)nc2C)cc1,85,104,94,93,108,97,53,89
CCCCCCCCCCNC(=O)CBr,96,116,93,90,96,99,91,.
COc1ccc(/C=C2\COc3ccc(O)cc3C2=O)c(OC)c1OC,86,102,90,92,97,78,79,94
CCC(c1cccc(O)c1)C(CC)c1cccc(O)c1 (stereo unspecified),24,72,32,68,72,55,30,64
COc1ccc(-c2cc(-c3cn(-c4ccccc4)nc3-c3ccc(OCc4ccccc4)cc3)on2)cc1,85,74,90,60,91,127,82,74
COc1ccc(/C=C(/C(=O)N2CCN(Cc3ccccc3)CC2)c2cc(OC)c(OC)c(OC)c2)cc1,98,91,98,86,82,95,93,114
CC(=O)N1N=C(c2ccc(Nc3nc(Nc4ccc(Cl)cc4)nc(Nc4ccc(Cl)cc4)n3)cc2)CC1c1ccc(Cl)cc1 (stereo unspecified),106,68,95,91,104,112,105,159
O=C1C2C3C=CC(O3)C2C(=O)N1CCN1CCOCC1 (stereo unspecified),125,79,101,110,114,122,93,173
CO[C@H]1/C=C/O[C@@]2(C)Oc3c(C)c(O)c4c(O)c(c(/C=N/N5C(C)CN(Cc6ccccc6)CC5C)c(O)c4c3C2=O)NC(=O)/C(C)=C\C=C\[C@H](C)[C@H](O)[C@@H](C)[C@@H](O)[C@@H](C)[C@H](OC(C)=O)[C@@H]1C (stereo partly specified),90,-39*,67,.,117,108,73,65
COc1ccc(-c2nn(CC(=O)N3CCOCC3)c3ncnc(N)c23)cc1,100,104,102,105,106,101,92,106
OCc1cnccc1NC12CC3CC(CC(C3)C1)C2,100,95,98,96,90,99,104,103
NCCOc1ccccc1/C=C1\c2ccccc2-c2ccc([N+](=O)[O-])cc21,1.0*,78,30,-75*,64,26,21,55
Nc1ccc(C(=O)C(=O)c2ccc(N)cc2)cc1,111,113,104,110,102,117,103,102
Cc1ccc(-c2cc3nc4oc(-c5ccccc5)nc4c(=O)n3[nH]2)cc1,112,99,100,95,95,101,90,101
c1ccc2sc(N3CCCCC3)nc2c1,113,102,107,98,100,108,103,102
CCNCCCn1c2c(c3ccc(Cl)cc3c1=O)C(=O)c1cc(OC)cnc1-2,40,77,18,26,66,74,14,53
COc1ccc2[nH]cc(-c3nc(N)nnc3-c3cncc(Br)c3)c2c1,97,108,87,94,104,109,81,91
CCN1C(=O)N(CC)C2Nn3c(s/c(=C\c4ccc(C(F)(F)F)cc4)c3=O)=NC21 (stereo unspecified),103,103,99,107,110,100,91,98

# Some entries already given with just SK-MEL-2 and MALME-3M:
mol | SK-MEL-2 | MALME-3M
Cc1ccc(-c2cc3nc4oc(-c5ccccc5)nc4c(=O)n3[nH]2)cc1 | 99 | 101
CCNCCCn1c2c(c3ccc(Cl)cc3c1=O)C(=O)c1cc(OC)cnc1-2 | 77 | 74
NCCOc1ccccc1/C=C1\c2ccccc2-c2ccc([N+](=O)[O-])cc21 | 78 | 26

# Remaining list, next part.
Molecule,M14,SK-MEL-2,SK-MEL-5,A549/ATCC,UACC-257,MALME-3M,UACC-62,EKVX
COc1ccc2nc(NC(=O)CSc3nnc(-c4cccnc4Nc4cc(OC)c(OC)c(OC)c4)n3-c3ccccc3)sc2c1,100,95,77,83,93,102,74,86
O=C(c1c[nH]c2ccccc12)c1n[nH]c(=S)n1-c1ccc(Cl)cc1,104,89,85,94,103,111,87,91
COC1OCC(O)C(O)C1O (stereo unspecified),101,114,101,101,.,103,105,99
COC1=CC(c2ccc[nH]2)=N/C1=C\c1[nH]c(C)c(C(=O)CCC(=O)NCCNC(=O)CC[C@H](NC(=O)c2ccc(NCc3cnc4nc(N)[nH]c(=O)c4n3)cc2)C(=O)O)c1C,74,81,87,98,72,49,65,92
COCCc1nn[nH]n1,102,106,105,88,96,123,102,.
O=C1CCC(Nc2ccc(Cl)cc2Cl)N1c1ccccc1 (stereo unspecified),98,109,99,110,111,103,92,108
CC(=O)Cc1nsc(NC(=O)c2ccc(COc3ccccc3)o2)n1,102,101,99,97,95,101,96,95
C#CC(c1ccccc1)(c1ccccc1)n1ccnc1,103,93,96,91,105,101,92,.
O=C(Nn1cnc2ccccc21)N1CCCC1,.,116,113,109,101,92,105,94
COc1ccc2occ(C3=C(c4c[nH]c5ccccc45)C(=O)N(O)C3=O)c2c1,94,102,93,94,99,112,80,93
Cc1ccc2nc(-c3ccc(N)cc3)sc2c1,97&109,113,84&100,75&68,113&106,95&109,79&79,66
OC(CCl)Cc1cccc(C(F)(F)F)c1 (stereo unspecified),100,103,100,101,113,102,103,99
CC1=C(C(=O)Nc2ccccc2)C(c2ccc3c(c2)OCCO3)NC(=O)N1 (stereo unspecified),103,125,101,99,102,97,101,112
O=C(/C=C/c1ccccc1)NO,86,83,99,75,50,59,84,88
CSc1nccc(-c2c(-c3ccc(NCCN4CCOCC4)cc3)nc3sccn23)n1,100,108,101,99,103,90,101,.
Cc1ccc(Nc2cc(N)nc(N)n2)cc1C,95,124,98,108,111,116,89,106
Oc1c(Cl)cc(Oc2cc(Cl)c(O)c(CN3CCOCC3)c2)cc1CN1CCOCC1,105,88,87,79,86,105,67,90
COc1cc(C2Nc3c(c(C(C)(C)C)nn3-c3ccccc3)C(=O)CS2)cc(OC)c1OC (stereo unspecified),100,96,105,99,119,93,99,97
CCN(CC)CCSSCCN(CC)CC,95,109,102,105,105,.,.,.
CC(=O)Oc1ccc(Nc2c3ccccc3nc3ccccc23)cc1,21,-31*,-73*,-24*,-26*,-33*,-45*,24
CCN=C1C=CC(=C(c2ccc(N(C)C)cc2)c2ccc(N(C)C)cc2)c2ccccc21,-42*,-40*,-96*,1.1*,-10*,-48*,-38*,-6.6*
Cc1ccc(-c2cc(-c3ccccn3)[nH]n2)cc1,102,99,106,102,107,98,81,96
COC1(c2ccco2)OC1(C)C (stereo unspecified),112,119,110,96,95,111,99,.
CS(=O)c1nccc(-c2c(-c3ccc(F)c(OCc4ccc(F)cc4)c3)nc3sccn23)n1 (stereo unspecified),82,.,100,102,-25*,92,86,75
O=C(Cn1cnc2c(cc(-c3ccccc3)n2-c2ccccc2)c1=O)Nc1ccc(F)cc1,98,103,105,106,103,91,105,102

# One compound at a time, as listed above:
# O=C1CCC(Nc2ccc(Cl)cc2Cl)N1c1ccccc1 (stereo unspecified) is entered as M14: 98; SK-MEL-2: 109; SK-MEL-5: 99; A549/ATCC: 110; UACC-257: 111; MALME-3M: 103; UACC-62: 92; EKVX: 108
# CS(=O)(=O)c1ccc(N)cc1 is entered as M14: 103; SK-MEL-2: 119; SK-MEL-5: 107; A549/ATCC: 99; UACC-257: 94; MALME-3M: 110; UACC-62: 105; EKVX: 109
# O=C(c1c[nH]c2ccccc12)c1n[nH]c(=S)n1-c1ccc(Cl)cc1 is entered as M14: 104; SK-MEL-2: 89; SK-MEL-5: 85; A549/ATCC: 94; UACC-257: 103; MALME-3M: 111; UACC-62: 87; EKVX: 91

# 2 of these compounds, set out differently.
# Values run as follows: M14 | SK-MEL-2 | SK-MEL-5 | A549/ATCC | UACC-257 | MALME-3M | UACC-62 | EKVX
CCN=C1C=CC(=C(c2ccc(N(C)C)cc2)c2ccc(N(C)C)cc2)c2ccccc21
→ -42* | -40* | -96* | 1.1* | -10* | -48* | -38* | -6.6*
COC1(c2ccco2)OC1(C)C (stereo unspecified)
→ 112 | 119 | 110 | 96 | 95 | 111 | 99 | .
